Screening results as filed in PubChem BioAssay.
APEX1 inh = blocks human APE1 abasic DNA cleavage. recombinant APE1, TAMRA/BHQ-2 abasic DNA cleavage fluorescence. Potency, µM (series often up to 65.8 µM), for inactives: at the highest dose activity change, negative = inhibition, most hits filed as inhibitors. 350,000 compounds, 0.35% hits;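 also: plate controls were vehicle for no effect and reference inhibitor for full effect; nearly all actives have a fitted effect of over 55% in size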
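0.75 nM APE1 + cpd, 15 min RT; start w/ 50 nM TAMRA/BHQ-2 THF-abasic dsDNA; kinetic fluor 525/598 nm ×3 reads @60 s; Δ(read3−read1); normalized to DMSO and NSC13755 control wells.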
G9a inh = blocks human histone lysine methyltransferase G9a. Potency, µM (highest dose often 102 µM), for inactives: top-dose activity, negative = inhibition, most hits filed as inhibitors. Q96KQ7. 350,000 compounds, 8.8% hits. AID 504332. G9a H3K9 monomethylation, AlphaScreen, 2 h; also: % is scaled to controls: 0 for no effect and ±100 for the full control effect; nearly all actives have a fitted effect of over 75% in size
Target sequence (Q96KQ7 913-1193 limits assumed): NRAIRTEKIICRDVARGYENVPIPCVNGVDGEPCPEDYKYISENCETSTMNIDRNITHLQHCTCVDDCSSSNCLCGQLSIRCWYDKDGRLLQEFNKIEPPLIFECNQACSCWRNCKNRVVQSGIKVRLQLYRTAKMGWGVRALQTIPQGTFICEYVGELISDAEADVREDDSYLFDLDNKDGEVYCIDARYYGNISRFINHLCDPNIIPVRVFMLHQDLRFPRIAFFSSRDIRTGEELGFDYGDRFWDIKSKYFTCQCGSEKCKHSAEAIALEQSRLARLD
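Enzyme 20 nM + cpd, 15 min RT; add b-H3K9 pep 500 nM / SAM 20 uM; 2 h RT; anti-H3K9me1 Ab 0.5 ug/mL + SA donor / anti-rabbit acceptor beads 20 ug/mL each, 10 min; AlphaScreen read.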
POLB inh = blocks human DNA polymerase beta activity. Pol beta primer extension/strand displacement, fluorescence kinetic. Potency, µM (top dose mostly 114 µM), inactives show at the top dose activity change, negative = inhibition, usual class: inhibitors. 340,000 compounds, 1.3% hits; also: % is scaled to controls: 0 for no effect and ±100 for the full control effect
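10 nM enzyme + cpd, 15 min RT; start with substrate 50 nM final; read 0 min and after 10 min RT. Corrected, normalized data; 4-parameter Hill curve fit.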
Pol kappa inh = blocks human DNA polymerase kappa activity; purified Pol kappa, fluorescent DNA synthesis assay, 10 min; 400,000 compounds, 0.53% hits; Potency, µM (titrated, usually from 107 µM), for the others: at the highest dose activity, negative = inhibition, most hits filed as inhibitors; Q9UBT6; AID 588579; also: % is scaled to controls: 0 for no effect and ±100 for the full control effect
Target sequence (Q9UBT6 whole entry, looked up): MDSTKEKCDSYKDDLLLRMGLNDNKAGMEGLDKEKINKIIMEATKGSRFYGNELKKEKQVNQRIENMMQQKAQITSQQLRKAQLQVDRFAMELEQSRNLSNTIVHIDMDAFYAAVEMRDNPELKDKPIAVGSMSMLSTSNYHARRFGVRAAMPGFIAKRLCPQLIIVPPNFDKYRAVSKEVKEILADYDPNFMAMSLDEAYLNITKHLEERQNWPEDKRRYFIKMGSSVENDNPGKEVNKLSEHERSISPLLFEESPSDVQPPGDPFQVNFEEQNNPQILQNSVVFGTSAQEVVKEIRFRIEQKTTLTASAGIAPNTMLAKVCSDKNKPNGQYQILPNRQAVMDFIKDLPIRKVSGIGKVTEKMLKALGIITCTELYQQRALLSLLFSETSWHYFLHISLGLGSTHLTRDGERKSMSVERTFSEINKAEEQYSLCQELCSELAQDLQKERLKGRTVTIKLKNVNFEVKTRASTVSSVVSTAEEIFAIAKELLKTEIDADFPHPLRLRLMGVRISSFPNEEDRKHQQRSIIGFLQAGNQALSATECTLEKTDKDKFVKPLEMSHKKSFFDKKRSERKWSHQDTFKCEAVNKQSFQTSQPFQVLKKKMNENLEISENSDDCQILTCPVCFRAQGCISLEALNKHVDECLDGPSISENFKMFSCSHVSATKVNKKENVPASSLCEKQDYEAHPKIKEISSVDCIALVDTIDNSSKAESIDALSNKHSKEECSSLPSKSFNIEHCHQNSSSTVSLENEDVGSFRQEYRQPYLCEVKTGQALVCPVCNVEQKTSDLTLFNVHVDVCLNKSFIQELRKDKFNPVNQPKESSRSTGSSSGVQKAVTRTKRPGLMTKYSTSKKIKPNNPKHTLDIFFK
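Activity was followed as the change in fluorescence between reads at 0 and 10 min after starting the reaction with 50 nM substrate. Beforehand, 10 nM polymerase had been preincubated with compound for 15 min at room temperature.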
BLM helicase inh = Bloom syndrome helicase (human) inhibition | recombinant BLM DNA unwinding, fluorescence dequenching | 350,000 compounds, 0.2% hits | Potency, µM (series often up to 56.1 µM), inactives show at the highest dose activity change, negative = inhibition, hits mostly inhibitors;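 also: plate controls were vehicle for no effect and no enzyme for full effect; nearly all actives have a fitted effect of over 35% in size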
BAZ2B inh = inhibitors of human BAZ2B bromodomain; Q9UIF8; AlphaScreen BAZ2B-H3K14Ac peptide displacement; Potency, µM (top dose mostly 114 µM), for inactives: top-dose activity change, negative = inhibition, hits mostly inhibitors; 360,000 compounds, 4.4% hits; also: % is scaled to controls: 0 for no effect and ±100 for the full control effect; nearly all actives have a fitted effect of over 60% in size
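Complex of BAZ2B and biotin-H3K14Ac (50 nM apiece) forms over 30 min at RT, then faces library compounds up to 110 uM for another 30 min; AlphaScreen beads added, 20 min dark incubation, luminescence read.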
POLI inh = DNA polymerase iota (human) inhibition; Pol iota fluorescent replication assay, 10 min; Potency, µM (titrated, usually from 115 µM), inactives show top-dose activity, negative = inhibition, actives largely listed as inhibitors; 390,000 compounds, 1% hits; AID 588590
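Fluorescent replication assay read twice, at 0 min and 10 min after adding 50 nM (final) substrate. Enzyme (10 nM) and compounds were first incubated 15 min at room temperature; enzyme-free buffer wells were negative controls.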
JMJD2A Tudor = blocks the human JMJD2A Tudor domain. O75164. AlphaScreen JMJD2A-Tudor / H3K4me3 peptide binding. Potency, µM (highest dose often 114 µM), without a hit: at the top dose activity change, negative = inhibition, actives largely listed as inhibitors. 390,000 compounds, 4.4% hits; also: % is scaled to controls: 0 for no effect and ±100 for the full control effect; nearly all actives have a fitted effect of over 50% in size
POLH inh = DNA polymerase eta (human) inhibition; Q9Y253; recombinant Pol eta, fluorescent DNA replication assay; 390,000 compounds, 1.2% hits; Potency, µM (series often up to 114 µM), for the others: top-dose activity change, negative = inhibition, usual class: inhibitors; also: % is scaled to controls: 0 for no effect and ±100 for the full control effect
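Pol eta (10 nM) was preincubated with compounds for 15 min at room temperature, after which fluorescent replication substrate (50 nM final) was added to start the reaction. Fluorescence was read kinetically at 0 and 10 min.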
* = called active by the depositor; ? = inconclusive; / = not tested or not shown; [ ] = another dose, or the depositor's remark. Calls follow the shape of the dose curve; as a rule, active = well fitted curve in the direction sought with a large enough effect; inconclusive = small, poorly fitted or top-dose-only effect, or another doubt; inactive = no such curve, though single readings can be large; an effect the other way counts as inactive or inconclusive. Potency is read from the fitted curve at half-maximal effect.

SMILES	APEX1 inh	G9a inh	POLB inh	Pol kappa inh	BLM helicase inh	BAZ2B inh	POLI inh	JMJD2A Tudor	POLH inh
CCc1cc(=O)oc2cc(OC(C)C(=O)NCc3ccccn3)ccc12 (stereo not given)	-4%	20%	2%	-3%	0%	-10%	10%	-15%	-18%
Cc1ccc(/C=N/NC(=O)Cc2cccn2C)cc1	8%	/	20%	-8%	-6%	?	-6%[58.9 µM]	-25%	-11%
CCS(=O)(=O)N1Cc2ccccc2CC1C(=O)Nc1ccc(C)cc1 (stereo not given)	1%	?	2%	-4%	-2%	1%	-5%	12%	-7%
Cc1nnc(SCCCOc2ccccc2)nc1C	/	/	/	-15%	/	/	?	-1%	-4%
Cc1ccc(C)n1NC(=O)c1ccc([N+](=O)[O-])cc1	14%	-38%	19%	-8%	-10%	-37%	32%[activator]	-20%	8%
CC1(C)C2CC=C(/C=N/NC(=S)NCCc3ccccc3)C1C2 (stereo not given)	-11%	?	30%	-9%	-12%	?	76%[activator]	-22%	-29%
CCSc1nc2ccccc2c(=O)n1OCC(=O)OC	-6%	6%[59 µM]	6%	-2%	-2%	-1%	10%	5%	-8%
CN1CCN(S(=O)(=O)c2cccc(C(=O)Oc3cccc(Br)c3)c2)CC1	1%	?	/	4%	/	?	45%[activator]	-32%	-5%
COc1cc(C2C(C#N)=C(N)Oc3cc(C)oc(=O)c32)cc2c1OCO2 (stereo not given)	?	?	?	?	-16%	56µM*	?	-15%[57.1 µM]	?
O=C(N/N=C/C=C/c1ccccc1)c1cccnc1	0%	24%[59 µM]	8%	1%	-4%	11%	5%	-3%	-5%
COC(=O)c1ccc(S(=O)(=O)N2CCCCCC2)cc1	9%	5%	34%	-17%	-8%	3%	26%	7%	5%
COCCN(CCOC)C(=O)CC(=O)N(CCOC)CCOC	4%	6%	2%	-16%	1%	-17%	17%	-7%	-12%
CCn1c(CC(=O)Nc2ccccc2F)nnc1SCC(=O)NC1CCCC1	30%	-2%	4%	-9%	-5%	3%	10%	-11%	-1%
O=C(NCCc1ccccc1)C(=O)c1c(-c2ccccc2)cc2ccccn12	24%	-16%[59 µM]	-2%	-4%	-4%	?	17%	-35%	-20%
CC(c1ccccc1)C1C(C#N)=C(N)OC2=C1C(=O)CCC2 (stereo not given)	-2%	/	11%	-18%	-5%	10%	17%	8%	-8%
O=C(c1cc(Cl)c(=O)n(Cc2ccc(Cl)cc2)c1)N1CCOCC1	5%	26%	26%	-5%	-3%	3%	5%	-7%	-4%
COc1ccc(/C=C/C(=O)NC(=S)Nc2ccc(N3CCN(C(C)=O)CC3)cc2)cc1	-2%	7%[12.7 µM]	5%	6%	-1%	-1%	15%	-3%	0%
Cc1ccc(CN2C(=O)[C@H]3Cc4c([nH]c5ccccc45)C(C)(C)N3C2=O)cc1	/	/	/	-11%	/	/	-11%	-29%	-7%
Cc1c(Br)c([N+](=O)[O-])nn1CC(=O)NCCc1c[nH]c2ccccc12	-9%	-33%	89%	-3%	-6%	-14%	53%[activator]	-36%	-9%
Cc1nc2cc(C(=O)OCC(=O)N(CC(C)C)C3CCS(=O)(=O)C3)ccc2n1-c1ccccc1 (stereo not given)	0%	-1%[59 µM]	22%	-8%	-1%	2%	3%	-5%	-7%
CCn1c(SC)nnc1-c1c[nH]c2ccccc12	-1%	-47%	15%	-2%	4%	-4%	-17%	-11%	-5%
C=C(C)CNc1cc(S(=O)(=O)N2CCOCC2)ccc1Oc1ccccc1	-10%	22%[12.7 µM]	/	-9%	/	30%	23%	-12%	-28%
CCOc1cc(C(=S)N2CCOCC2)ccc1OC(=O)/C=C/c1ccc(OC)c(OC)c1	11%	?	21%	-15%	-1%	?	13%	-17%	-13%
Cc1ccc(Cl)cc1NC(=O)Cn1c(=O)oc2cc(S(=O)(=O)N3CCCCCC3)ccc21	/	-38%[59 µM]	3%	-7%[60.1 µM]	-5%	0%	21%	-19%	12%
COc1ccc(C2C(C#N)=C(N)OC3=C2C(=O)CC(C)(C)C3)cc1OC (stereo not given)	2%	3%	-21%	-9%	-6%	-25%	7%	-21%	-22%
O=C1CC(c2cccc(Cl)c2)Cc2nc(N3CCN(c4ccccc4)CC3)ncc21 (stereo not given)	28%	11%[12.7 µM]	1%	-3%	1%	-1%	1%	-19%	-12%
COc1ccccc1NC(=O)c1oc2ccccc2c1NC(=O)c1cc(OC)c(OC)c(OC)c1	/	/	/	-7%	/	/	5%	-3%	-5%
CCCn1c(N)c(N(CCOC)C(=O)c2ccc([N+](=O)[O-])c(C)c2)c(=O)[nH]c1=O	-10%	-2%	26%	-6%	-7%	4%	-6%	-16%	-10%
Cc1nn(C)c(Cl)c1/C=N/OC(=O)c1ccccc1	16%	/	54%	-2%	1%	2%	56%[activator]	0%	1%
O=C(c1cc([N+](=O)[O-])ccc1N1CCCCC1)N1CCCCC1	16%	-31%[59 µM]	38%	-1%	-1%	-1%	-15%[58.9 µM]	-17%	-8%
Cc1nccc2[nH]c(=O)c(C(=O)NC3CCCCC3C)cc12 (stereo not given)	-1%	-13%[12.7 µM]	-21%	3%	1%	?	7%	-7%	1%
CCN1CCN(c2ccc(NC(=O)c3ccc(C#N)cc3F)cc2Cl)CC1	11%	-45%[59 µM]	5%	-5%	0%	-15%	181%[activator]	-23%	-17%
Cc1cccc(/C=N/NC(=O)CNc2cccc3ccccc23)n1	-4%	?	32%	3%	-16%	-38%	47%[activator]	?	-18%
Cc1cccc(NC(=S)NC(NC(=O)c2ccco2)C(Cl)(Cl)Cl)c1 (stereo not given)	-1%	14µM*	10%	-2%	-2%	-28%	?	-3%	-8%
COc1ccc(C2c3[nH]c4ccccc4c3C[C@H]3C(=O)N(C4CCN(Cc5ccccc5)CC4)CC(=O)N23)cc1OC (stereo not given in full)	0%	13µM*	7%	-1%	-17%	?	-10%	?	-21%
CC(C)C[C@@H](C(=O)O)N(Cc1cccc(CN([C@@H](CC(C)C)C(=O)O)S(C)(=O)=O)c1)S(C)(=O)=O	-5%	?	4%	17%	1%	-10%	-7%	-23%	-13%
COc1ccccc1NS(=O)(=O)c1cccc(NC(=O)C2CC(=O)N(Cc3ccccc3)C2)c1 (stereo not given)	-10%	-9%	-13%	-3%	-3%	?	2%	-21%	-7%
O=C(NCc1ccncc1)c1ccccc1Nc1ccc(SC(F)F)cc1	5%	45µM*	6%	1%	-15%	-33%	?	-31%	-20%
CC(C)CCNC(=O)c1ccc2c(Cl)c3c(nc2c1)CCC3	-8%	?	0%	-11%	-8%	11%	107%[activator]	-5%	0%
O=C(NNC1=NS(=O)(=O)c2ccccc21)c1ccccc1Cl	-1%	?	24%	4%	-2%	-3%	11%	-23%	-10%

3 entries from above, with two lines to a compound.
Each structure is followed by: APEX1 inh	G9a inh	POLB inh	Pol kappa inh	BLM helicase inh	BAZ2B inh	POLI inh	JMJD2A Tudor	POLH inh
> Cc1cccc(NC(=S)NC(NC(=O)c2ccco2)C(Cl)(Cl)Cl)c1 (stereo not given)
    -1%	14µM*	10%	-2%	-2%	-28%	?	-3%	-8%
> COc1ccc(C2c3[nH]c4ccccc4c3C[C@H]3C(=O)N(C4CCN(Cc5ccccc5)CC4)CC(=O)N23)cc1OC (stereo not given in full)
    0%	13µM*	7%	-1%	-17%	?	-10%	?	-21%
> CC(C)C[C@@H](C(=O)O)N(Cc1cccc(CN([C@@H](CC(C)C)C(=O)O)S(C)(=O)=O)c1)S(C)(=O)=O
    -5%	?	4%	17%	1%	-10%	-7%	-23%	-13%

Full records, quoted from the list.
COc1ccc(C2c3[nH]c4ccccc4c3C[C@H]3C(=O)N(C4CCN(Cc5ccccc5)CC4)CC(=O)N23)cc1OC (stereo not given in full) reads APEX1 inh: 0%; G9a inh: 13µM*; POLB inh: 7%; Pol kappa inh: -1%; BLM helicase inh: -17%; BAZ2B inh: ?; POLI inh: -10%; JMJD2A Tudor: ?; POLH inh: -21%
O=C1CC(c2cccc(Cl)c2)Cc2nc(N3CCN(c4ccccc4)CC3)ncc21 (stereo not given) reads APEX1 inh: 28%; G9a inh: 11%[12.7 µM]; POLB inh: 1%; Pol kappa inh: -3%; BLM helicase inh: 1%; BAZ2B inh: -1%; POLI inh: 1%; JMJD2A Tudor: -19%; POLH inh: -12%

(listing goes on)
SMILES	APEX1 inh	G9a inh	POLB inh	Pol kappa inh	BLM helicase inh	BAZ2B inh	POLI inh	JMJD2A Tudor	POLH inh
COCCNC(=O)C1c2cc(OC)c(OC)cc2C(=O)N(C)C1c1cccnc1 (stereo not given)	2%	43%[12.7 µM]	34%	1%	0%	8%	8%	2%	8%
COCCCN1C(=O)C(=O)/C(=C(/O)c2ccc(OC(C)C)c(C)c2)C1c1ccncc1 (stereo not given)	1%	40µM*	34%[activator]	-17%	-1%	?	?	-23%	6%
CC(C)(C)NS(=O)(=O)NC(=O)C1=C(N2CCCC2)COC1=O	3%	/	/	-7%	/	/	-4%	-12%	-6%
COc1ccccc1OCC(=O)Nc1sc2c(c1C(=O)NCC1CCCO1)CCC2 (stereo not given)	-4%	2%[59 µM]	11%	-11%	-11%	-27%	-18%	-32%	-16%
Cc1cc(C(=O)CN2C(=O)C(=O)N(CC(C)C)C2=O)c(C)n1C1CC1	6%	7%[12.7 µM]	/	-3%	/	-28%	11%	-23%	3%
CCN(CC(=O)Nc1ccc(NC(C)=O)cc1)C(=O)/C=C/c1cn(Cc2ccccc2)nc1-c1cccnc1	19%	14µM*	/	4%	/	2%	48%[activator]	-17%	-11%
O=C(NC12CC3CC(CC(C3)C1)C2)c1cccnc1	8%	-10%	6%	-3%	0%	0%	27%	-16%	-7%
Cc1cc(C)n(C(=O)CNc2ccccc2Cl)n1	6%	?	6%	-4%	-5%	8%	9%	-5%	-3%
Cc1cccc(CC(=O)N2CCC(n3nccc3NC(=O)C3CC3)CC2)c1	21%	-2%	-1%	-3%	-7%	-3%	29%	-2%	-22%
NC(=O)CC(NC(=O)Cc1ccc(Br)cc1)c1ccc(NCCc2ccc(Cl)cc2)c([N+](=O)[O-])c1 (stereo not given)	?	6%[59 µM]	102%	-1%	-2%	-4%	?	-28%	2%
Cc1ccccc1NC(=O)COC(=O)c1cc(S(=O)(=O)N2CCOCC2)ccc1C	12%	-4%[12.7 µM]	/	-5%	/	14%	25%	-11%	-21%
CC(C)(C)NC(=O)CSc1nc(O)cc(=O)n1-c1ccccc1	4%	-21%	0%	-3%[60.1 µM]	-1%	-36%	12%	?	-2%
CCCCS(=O)(=O)Nc1ccc2ncn(C)c(=O)c2c1	-1%	4%[59 µM]	-1%	4%	-1%	9%	27%	-14%	-9%

Only part of the results is shown, so the mix of outcomes need not match the whole.
